# Peg3 promoter – reduces Peg3 promoter-driven luciferase expression in HeLa; HeLa PEG-Prom luciferase reporter, luminescence, overnight; inhibition, % at 20 µM; hit rate 1.7% among 360,000; AID 588405;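 active = inhibition of at least 50% at 20 µM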
# KKLEB cytotox – CF airway cell cytotoxicity counter-screen | hit rate 0.36% among 360,000 | KKLEB CF airway cells viability, ATPlite luminescence, overnight; stronger effect = lower value; cells stimulated with P. aeruginosa culture filtrate | activity change (cytotoxicity), % at 5 µM;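 active = corrected activity change at or below -50% at 5 µM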
# CF NFkB inh – cystic fibrosis NF-kB activation inhibition; KKLEB NF-kB-GFP reporter, PAF-induced, GFP fluorescence overnight; inhibition, % at 5 µM; hit rate 0.86% among 360,000; AID 588850;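 active = at least 50% inhibition at 5 µM, scaled per plate between neutral and stimulator controls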;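 also: PAF is a Pseudomonas aeruginosa culture filtrate used as stimulus; plate controls were PAF-stimulated DMSO wells for no effect and unstimulated DMSO wells for full effect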
# Shn3 inh set2 – Schnurri-3 reporter inhibition in Clone20 osteoblasts. Clone20 osteoblast Shn3 3'UTR firefly luciferase, 24 h. inhibition, % at 12.5 µM. hit rate 0.52% among 360,000;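 active = mean inhibition of at least 75% with every replicate also reaching 75%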;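 also: 0% = median of neutral control wells and 100% = pilot-screen positive control compound; some compounds past the cut are filed as inactive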
# hiPSC survival – enhancers of human iPSC single-cell survival; hit rate 0.044% among 360,000; AID 602274; survival enhancement, % at 20 µM; hiPSC single-cell survival, ATPlite luminescence; 100% = ROCK inhibitor wells, 0% = DMSO; in the data active = survival enhancement above about 18%;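 also: cells exposed to compounds for 16 hours before the ATP read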
# TWEAK-Fn14 inh – inhibitors of TWEAK-Fn14 interaction signaling | TWEAK-stimulated Fn14 reporter cells, luciferase luminescence, 8 h | inhibition, % at 10 µM | hit rate 2% among 360,000 | AID 1159606; in the data active = inhibition above about 50%
# aDG glyco up – increases alpha dystroglycan glycosylation. Pro5-aDG cells, alpha-DG glycosylation AlphaScreen (IIH6); 0% Pro5, 100% B10-LARGE cell signal. hit rate 0.22% among 360,000. activation, % at 10 µM;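 active = activation of at least 8% versus controls, or a plate z-score of at least 8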;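 also: Pro5 are CHO cells carrying HIG-tagged alpha-DG that lacks glycosylation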
# MITF TRPM1 inh – reduces MITF-dependent TRPM1 promoter luciferase signal; SK-MEL-5 TRPM1 promoter luciferase, 24 h; inhibition, % at 12.5 µM; hit rate 0.83% among 330,000; AID 488899;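 active = mean inhibition across replicates of 60% or more, whatever share of single replicates reaches that level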; also: values of inactives mirror those of a sister screen read the other way
# NR2E3 ag-1 – agonists of human nuclear receptor NR2E3; Q9Y5X4; GST-NR2E3/biotin-RetCOR TR-FRET, 1536-well; inhibition of corepressor binding, % at 4.78 µM; hit rate 0.12% among 320,000; AID 2300;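 active = percent inhibition above the cutoff of mean plus 3 SD of all tested compounds, set per screening campaign, cut at about 20% in these data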;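 also: 0% = DMSO wells and 100% = biotin wells as full block of FRET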
# Target sequence (Q9Y5X4 whole entry, looked up): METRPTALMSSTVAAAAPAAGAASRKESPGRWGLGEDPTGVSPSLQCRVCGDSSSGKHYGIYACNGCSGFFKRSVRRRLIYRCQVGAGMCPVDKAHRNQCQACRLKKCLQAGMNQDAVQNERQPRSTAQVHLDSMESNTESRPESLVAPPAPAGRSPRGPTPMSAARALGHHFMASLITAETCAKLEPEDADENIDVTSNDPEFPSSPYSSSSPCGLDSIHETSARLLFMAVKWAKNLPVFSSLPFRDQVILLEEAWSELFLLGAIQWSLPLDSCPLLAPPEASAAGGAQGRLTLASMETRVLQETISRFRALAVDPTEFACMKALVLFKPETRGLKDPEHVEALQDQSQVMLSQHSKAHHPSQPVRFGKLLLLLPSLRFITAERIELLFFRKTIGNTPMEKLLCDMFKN
#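 system = GST-tagged NR2E3 plus biotinylated RetCOR corepressor | input = 1.35 nM GST-NR2E3 | also added = 7 nM biotin-RetCOR | schedule = 5 h incubation at 4 °C | measured by = TR-FRET with europium anti-GST and streptavidin-D2, 340 nm excitation | read-out = percent loss of FRET ratio relative to control wells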
# HIF-2a block – inhibitors of HIF-2a; 786-0 RCC cells HIF-2a reporter, luciferase luminescence, overnight; inhibition, % at 18.8 µM; hit rate 0.72% among 360,000; AID 624352;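 active = inhibition of the luminescence signal of 40% or more relative to plate controls, in a single-dose primary screen at 18.75 µM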
# NR2E3 ag-2 – activates human NR2E3 receptor; Q9Y5X4; CHO-S Gal4-NCOR/VP16-NR2E3 two-hybrid, luciferase; inhibition of corepressor binding, % at 3.98 µM; hit rate 0.35% among 360,000; AID 602229;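 active = inhibition above the mean of all tested compounds plus 3 SD, cut at about 70% in these data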;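 also: 0% = DMSO with NR2E3 transfected cells and 100% = cells lacking NR2E3 construct; higher means lower luciferase signal from less NR2E3 corepressor binding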
# An asterisk follows results filed as active; . = not tested or not shown.
SMILES,Peg3 promoter,KKLEB cytotox,CF NFkB inh,Shn3 inh set2,hiPSC survival,TWEAK-Fn14 inh,aDG glyco up,MITF TRPM1 inh,NR2E3 ag-1,HIF-2a block,NR2E3 ag-2
O=C(Nc1ccc2cn[nH]c2c1)c1c(Cl)cccc1Cl,-35,-4,4,14,2.7,7,-0.1,-10,3,7,14
COc1cccc(NC(=O)CN(C)C(=O)c2sc3cc(Cl)ccc3c2Cl)c1,37,-16,2,2,-0.4,-37,0.6,-2,2,-5,-25
CC(CCc1ccccn1)(CCc1ccccn1)C(=O)c1ccccc1,4,3,0,0,-0.9,19,-0.2,20,.,8,3
CC(=O)Nc1ccc(Nc2nc3c(S(=O)(=O)c4ccc(C)c(C)c4)nnn3c3ccccc23)cc1,17,-6,-12,6,2.0,6,-0.2,-3,3,16,27
COc1cc(OC)cc(C(=O)N2CCN(Cc3cccc(F)c3)CC2)c1,8,-21,12,11,0.4,-5,0.2,8,4,24,-9
CN(C)S(=O)(=O)c1ccc(/C(O)=C2/C(=O)C(=O)N(CCN3CCCCC3)C2c2cccnc2)cc1 (centres undefined),9,-7,-11,-8,-0.3,-20,-0.1,-1,.,-7,-23
Cc1c(C(=O)O)cccc1N1C(=O)Nc2ccccc2N1O,3,8,-16,-36,0.0,10,-0.2,-10,0,6,-6
CC(=O)/C(=N/Nc1cccc(C)c1)N1CCOCC1,14,-8,-9,5,-2.0,-14,-0.1,-1,6,4,8
Cc1nn(CCOc2cccc(Cl)c2)c(C)c1[N+](=O)[O-],23,-7,9,-18,0.6,-11,0.4,-1,-1,6,-13
O=C(NCc1ccco1)c1ccc(S(=O)(=O)N2CCOCC2)cc1,-12,2,-10,3,4.8,5,0.1,15,-1,-13,-4
CC(=O)Nc1cccc(NC(=O)C2CC(=O)N(c3ccc(C)cc3)C2)c1 (centres undefined),7,6,-7,-2,0.3,0,0.0,8,3,2,-10
Cc1nc(NC(=O)c2cccc(Cl)c2)sc1C(=O)N1CCCCC1,-157,-6,7,-52,0.3,8,0.5,-59,1,-228,-77
Cc1cccc(CN2CCN(C3CN(Cc4cn(Cc5ccccc5F)nn4)S(=O)(=O)C3)CC2)c1 (centres undefined),-7,-30,2,-6,-1.2,-19,0.2,.,.,3,-12
O=C(CCCSc1ccc(Cl)cc1)Nc1cc(S(=O)(=O)N2CCOCC2)ccc1O,14,-6,-4,14,-2.3,5,-0.3,5,3,10,-2
Nc1ccc(C(=O)OCc2csc(-c3ccccc3)n2)cc1[N+](=O)[O-],-19,-7,-54,5,6.2,-25,0.1,-17,5,-33,-1

# Some of these compounds in order of their number in Shn3 inh set2, falling:
Compound,Peg3 promoter,CF NFkB inh,Shn3 inh set2,TWEAK-Fn14 inh,aDG glyco up,MITF TRPM1 inh,NR2E3 ag-1,HIF-2a block,NR2E3 ag-2
Cc1cccc(CN2CCN(C3CN(Cc4cn(Cc5ccccc5F)nn4)S(=O)(=O)C3)CC2)c1 (centres undefined),-7,2,-6,-19,0.2,.,.,3,-12
CN(C)S(=O)(=O)c1ccc(/C(O)=C2/C(=O)C(=O)N(CCN3CCCCC3)C2c2cccnc2)cc1 (centres undefined),9,-11,-8,-20,-0.1,-1,.,-7,-23
Cc1nc(NC(=O)c2cccc(Cl)c2)sc1C(=O)N1CCCCC1,-157,7,-52,8,0.5,-59,1,-228,-77

# The results go on.
SMILES,Peg3 promoter,KKLEB cytotox,CF NFkB inh,Shn3 inh set2,hiPSC survival,TWEAK-Fn14 inh,aDG glyco up,MITF TRPM1 inh,NR2E3 ag-1,HIF-2a block,NR2E3 ag-2
C=CCn1c(O)c(C=Nc2ccc(CN3CCCCC3)cc2)c(=O)[nH]c1=S,-8,11,-2,3,-0.5,12,-0.2,.,0,10,-26
COc1ccccc1N1CCN(S(=O)(=O)c2ccc(F)cc2)CC1,-3,-3,-2,7,-0.7,8,-0.2,-4,2,-13,-6
COc1ccc(C(c2nnnn2Cc2cccs2)N2CCC(C(N)=O)CC2)c(OC)c1 (centres undefined),2,1,-3,4,-1.0,-1,-0.3,-2,-3,18,-18
Cc1ccnc(NS(=O)(=O)c2ccc(NC(=O)c3ccc4c(c3)OCCO4)cc2)n1,1,0,14,-8,0.1,11,0.1,8,2,-6,-22
COc1ccc(OC(=O)c2cnc3n(c2=O)CCS3)cc1,8,-5,8,-1,-0.1,1,0.0,6,-2,12,0
COC(=O)c1ccc(OCC(=O)NC2CCCCCC2)cc1,-43,13,-10,-9,0.0,-12,0.1,-12,-5,-14,-38
Cc1ccc(SCC(=O)NC(=O)c2ccc(S(=O)(=O)N(C)C)cc2)cc1C,12,-1,-4,-18,-0.9,-8,-0.1,0,0,19,3
O=C(CC(=O)N/N=C\c1ccc([N+](=O)[O-])cc1)NCCc1ccccc1,6,-1,-8,-9,0.0,14,0.1,-1,-5,13,-1
CC(C)CC(NC(=O)OC(C)(C)C)C(=O)O (centres undefined),5,0,-13,1,0.2,1,0.1,10,4,8,15
CC1CCCC(C)N1C(=O)CSc1nnc(NC(=O)c2cccs2)s1 (centres undefined),1,3,8,0,2.0,-4,0.0,8,-1,1,-23
Cn1c(CNc2nc(-c3ccccc3)cs2)nnc1SCC(=O)c1ccccc1,11,-7,2,-4,-1.0,12,0.2,-8,0,-12,-6
COc1ccc(S(=O)(=O)Nc2c(C)n(C)n(-c3ccccc3)c2=O)cc1C(=O)O,17,4,-8,-13,-0.6,-9,-0.3,19,.,21,-11
C/C=C/C(=O)Nc1nnc(C2CCCCC2)s1,-49,-4,23,4,0.6,8,0.8,-18,0,-68,-13
CSc1sc(C(=O)N2CCc3ccccc32)cc1S(=O)(=O)C(C)C,1,-6,13,-8,-0.6,-11,-0.3,-21,0,-13,9
Cc1ccc(C2CC(c3cccc(Br)c3)Nc3nnnn32)cc1 (centres undefined),7,-2,8,9,-2.9,6,0.1,11,1,17,-17
Cc1ccc2cc(CCNS(=O)(=O)c3ccc(Br)cc3)c(=O)[nH]c2c1C,24,0,7,-2,-0.3,-8,0.2,-3,-2,10,11
CN(C(=O)CN1C(=O)c2cccc(N)c2C1=O)C1CCCCC1,0,-9,4,3,-2.0,4,0.0,5,-1,0,-17
COc1ccc(CC(=O)O/N=C(\N)Cc2ccc(OC)cc2)cc1,14,-2,3,2,-4.3,5,-0.1,-11,-1,-2,-1
N#CCOC(=O)C1CSC2(c3ccc(Br)cc3)CCC(=O)N12 (centres undefined),19,1,2,-6,-1.0,2,1.1,22,-3,3,-15
CCC(=O)Nc1ccc(C(=O)CN2C(=O)NC3(CCOc4ccccc43)C2=O)cc1 (centres undefined),8,12,-40,-6,-0.4,-35,-0.2,.,4,1,8
Cc1ccc2cccc(S(=O)(=O)NC3CCS(=O)(=O)C3)c2n1 (centres undefined),3,5,-8,-15,-0.9,9,0.0,-7,6,4,-17
O=C(c1cnc(Cc2c[nH]c3ccccc23)c(I)c1)N1CCN(Cc2ccccc2)CC1,5,4,-11,-5,-3.2,15,-0.3,.,.,-4,7
O=C(c1ccc(Cl)cc1)N1CCC(C(=O)N2CCCc3ccccc32)CC1,4,18,1,11,-0.2,-1,0.0,2,1,16,18
C=C(NC(C)=O)c1c(F)cccc1F,4,-11,12,-17,-0.3,-7,-0.1,-4,-2,10,-28
COc1ccc(C(=S)N2CCCC2)cc1C,11,-6,1,-17,0.0,-6,0.1,5,0,-5,-26
O=C(COC(=O)c1cccc(OC(F)F)c1)Nc1cccc(S(=O)(=O)N2CCCC2)c1,-1,12,6,-14,-0.6,-6,0.6,10,.,6,-16
CN(CC(=O)Nc1cccc(F)c1)CC(=O)Nc1ccccc1[N+](=O)[O-],-1,-16,16,28,1.1,-3,0.4,13,1,-4,33
COc1ccc(/C=N/NC(=O)C(=O)N2CCCCCC2)cc1[N+](=O)[O-],2,-3,-6,0,1.2,-30,0.1,-2,-2,5,5
COc1ccccc1NC(=O)C(C)OC(=O)CCCOc1ccccc1 (centres undefined),5,1,2,5,-0.3,-10,0.1,-5,5,10,-16
Cn1c(SCC(=O)NNC(=O)c2ccccc2)nnc1C(F)(F)F,1,10,0,-3,-0.5,8,-0.2,-11,4,-2,-34
Cc1cc(-c2nc(C)c(C(=O)NN)s2)no1,12,5,-14,9,2.2,4,0.2,1,0,8,0
CC(=O)N(C)C1(c2nnnn2CCOC(=O)Nc2cccc3ccccc23)CCCC1,10,-6,-5,-4,2.7,14,-0.2,3,1,15,6
Cc1cccc(NC(=S)NNC(=O)c2ccco2)c1,-53,5,0,-8,-2.1,-8,0.1,5,1,-68,-28
CC1(C)C2([N+](=O)[O-])CN(CCO)CC1([N+](=O)[O-])CN(CCO)C2,8,-1,-4,-23,9.4,8,-0.2,5,7,9,4
CCOC(=O)c1cc(C)sc1NC(=O)CSc1nnnn1C,14,-16,-3,-1,2.4,-12,-0.3,4,0,12,-18
NC(=S)Nn1c(CCC(=O)O)ccc1-c1ccccc1,21,10,-12,-7,-0.7,1,0.2,3,-1,16,2
Cc1cc(C(=O)NCc2csc(-c3ccccc3)n2)no1,-130,5,-24,-100,-0.3,-18,0.1,-41,-2,-219,-21
NNC(=S)Nc1ccccc1Cl,-8,2,6,-6,-0.4,-8,4.3,8,1,-15,-23
CC(C)(C)NC(=O)NC(=O)CN1CCN(C(c2ccccc2)c2ccccc2)CC1,12,10,-29,12,1.3,0,-0.1,-2,-2,10,-5
COc1cccc(C(=O)NCC(c2cccs2)N2CCc3ccccc32)c1 (centres undefined),-6,-1,-1,14,-0.1,-3,0.6,-2,-4,-20,10
COc1cc2c(cc1OC)C(C)N(S(=O)(=O)c1cnc(Cl)c(Cl)c1)CC2 (centres undefined),46,-4,-21,23,3.9,29,-0.3,76*,0,26,-11
CCc1ccc(Nc2n[n+](-c3ccccc3)c(-c3c(Cl)cccc3Cl)s2)cc1,97*,-42,52*,92*,-3.1,52*,-0.9,56,5,-57,38
O=C(NC1CC1)C1=C[C@@H](c2ccc3c(c2)OCO3)C[C@@H](OCc2ccc(CO)cc2)O1,-11,11,-10,-1,-1.8,-14,0.0,-9,6,-18,-4
O=C(Nc1nc(-c2cc(Cl)sc2Cl)cs1)c1ccccc1,-122,-2,-20,-6,-3.5,39,0.1,-37,-3,-264,-73
COc1ccccc1-c1nnc(-c2ccc(N3CCOCC3)cc2)o1,-215,5,-4,-43,-1.0,-10,3.6,-67,2,-225,-74

# One compound at a time (already shown).
# CCc1ccc(Nc2n[n+](-c3ccccc3)c(-c3c(Cl)cccc3Cl)s2)cc1 is listed with Peg3 promoter: 97*; KKLEB cytotox: -42; CF NFkB inh: 52*; Shn3 inh set2: 92*; hiPSC survival: -3.1; TWEAK-Fn14 inh: 52*; aDG glyco up: -0.9; MITF TRPM1 inh: 56; NR2E3 ag-1: 5; HIF-2a block: -57; NR2E3 ag-2: 38
# Cc1cc(C(=O)NCc2csc(-c3ccccc3)n2)no1 is listed with Peg3 promoter: -130; KKLEB cytotox: 5; CF NFkB inh: -24; Shn3 inh set2: -100; hiPSC survival: -0.3; TWEAK-Fn14 inh: -18; aDG glyco up: 0.1; MITF TRPM1 inh: -41; NR2E3 ag-1: -2; HIF-2a block: -219; NR2E3 ag-2: -21

# Bioassay records from PubChem BioAssay.

# Rows are unselected. Share with any hit: about 4.4%.
